CCR6 antagonist – antagonists of human CCR6 receptor; 340,000 tested, 0.49% active; CHO-K1 CCR6 PathHunter beta-arrestin, luminescence, CCL20-stimulated; AID 493098; inhibition, % at 20 µM; P51684;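 active = compounds whose inhibition of the agonist-driven luminescence signal at 20 µM reaches about 50%, limit read from the data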;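 also: cells stimulated with CCL20 at 14 nM final; plate controls were DMSO with CCL20 for no effect and DMSO without agonist for full effect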
CXCR6 inh – inhibitors of human CXCR6 receptor; CHO-K1 PathHunter CXCR6 beta-arrestin, luminescence; inhibition, % at 20 µM; 360,000 tested, 0.36% active; AID 602244; in the data active = inhibition above about 34%, passing the limit was not always enough;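 also: antagonist mode with CXCL16 agonist at 10 nM final; 0% = 10 nM CXCL16 with DMSO and 100% = unstimulated wells without agonist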
EBI2 block – antagonists of human EBI2 receptor | AID 651636 | P32249 | EBI2 beta-arrestin recruitment, luminescence, 7a,25-OHC stimulated | 360,000 tested, 0.81% active | inhibition, % at 5 µM; in the data active = inhibition above about 38%;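 also: enzyme fragment complementation signal reports receptor beta-arrestin coupling in cells; 0% = agonist plus DMSO wells and 100% = wells without agonist; some results beyond the cut were filed as inactive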
Target sequence (P32249 whole entry, looked up, the tested form may be a part): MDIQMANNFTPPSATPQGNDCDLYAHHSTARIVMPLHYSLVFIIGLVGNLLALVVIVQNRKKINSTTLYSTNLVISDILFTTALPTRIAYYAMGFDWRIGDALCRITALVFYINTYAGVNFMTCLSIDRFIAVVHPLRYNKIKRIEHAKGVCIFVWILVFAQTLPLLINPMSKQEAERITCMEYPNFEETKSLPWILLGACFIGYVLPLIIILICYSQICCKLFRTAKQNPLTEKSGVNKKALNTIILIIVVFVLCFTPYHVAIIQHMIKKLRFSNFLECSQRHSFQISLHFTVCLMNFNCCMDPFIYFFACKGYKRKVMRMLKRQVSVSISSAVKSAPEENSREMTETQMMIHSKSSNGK
ATG4B inh – inhibitors of human ATG4B cysteine protease | Q9Y4P1 | ATG4B cleavage of LC3-PLA2, NBD-HPC fluorescence, 1 h | inhibition, % at 8.33 µM | 340,000 tested, 0.51% active | AID 504462; in the data active = inhibition above about 40%
Target sequence (Q9Y4P1 whole entry, looked up): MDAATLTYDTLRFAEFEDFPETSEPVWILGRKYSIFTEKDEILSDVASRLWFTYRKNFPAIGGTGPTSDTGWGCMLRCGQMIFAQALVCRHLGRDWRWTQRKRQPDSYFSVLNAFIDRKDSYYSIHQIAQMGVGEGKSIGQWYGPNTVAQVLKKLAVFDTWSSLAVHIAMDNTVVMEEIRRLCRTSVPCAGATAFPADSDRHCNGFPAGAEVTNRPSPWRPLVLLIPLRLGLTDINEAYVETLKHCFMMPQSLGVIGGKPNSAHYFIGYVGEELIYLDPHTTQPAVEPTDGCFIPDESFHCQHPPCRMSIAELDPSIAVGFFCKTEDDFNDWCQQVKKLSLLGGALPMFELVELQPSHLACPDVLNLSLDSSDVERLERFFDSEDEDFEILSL
APJ antagonist – antagonists of human APJ apelin receptor. P35414. CHO-K1 APJ beta-arrestin complementation, luminescence. inhibition, % at 20 µM. 330,000 tested, 0.32% active;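 active = inhibition above about 40% at 20 µM, limit read from the data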;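 also: cells challenged with 10 nM apelin-13 agonist together with compound; plate controls were apelin-13 plus DMSO wells for no effect and DMSO wells lacking apelin-13 for full effect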
APJ ag – agonists of human APJ apelin receptor; P35414; AID 2520; 330,000 tested, 0.11% active; activation, % at 20 µM; CHO-K1 APJ PathHunter beta-arrestin, luminescence; 0% DMSO wells, 100% apelin;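 active = activation more than six SD over the plate average, tested at 20 µM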;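 also: 0% = DMSO alone and 100% = apelin-13 at 10 nM; some results filed as inactive read as strong as hits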
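Assay system – PathHunter CHO-K1 APJ (AGTRL-1) beta-arrestin reporter cells · Compound – one dose, 20 µM compound, 1% DMSO · Timing – compound 90 min 25 °C, reagent 1 h · Measured by – luminescence from split beta-galactosidase complementation, Galacton Star/Emerald II substrate · Measure – beta-arrestin recruitment to APJ as agonist activity, luminescent signal · Benchmarks – DMSO vs Apelin-13 10 nM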
UBC13 inh – inhibitors of human UBC13 polyubiquitin chain formation | P61088 | TR-FRET | inhibition, % at 20 µM | 330,000 tested, 0.47% active | AID 485273; in the data active = inhibition above about 45%, passing the limit was not always enough
Target sequence (P61088 whole entry, looked up): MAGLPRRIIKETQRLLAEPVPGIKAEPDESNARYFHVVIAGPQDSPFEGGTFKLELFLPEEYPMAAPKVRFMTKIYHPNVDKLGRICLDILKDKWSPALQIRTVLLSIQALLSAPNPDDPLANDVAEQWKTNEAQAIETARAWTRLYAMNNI
Gli-Sufu antag – blocks Gli-Sufu signaling in a luciferase reporter. Sufu-KO-LIGHT fibroblasts, Gli luciferase reporter luminescence. inhibition, % at 5 µM. AID 588413. 340,000 tested, 0.74% active;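 active = inhibition above about 55%, limit read from the data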;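 also: 0% = DMSO-treated cells and 100% = wells with medium but no cells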
The depositor's hits bear a star; / = not tested or not shown.

Field names – A = CCR6 antagonist; B = CXCR6 inh; C = EBI2 block; D = ATG4B inh; E = APJ antagonist; F = APJ ag; G = UBC13 inh; H = Gli-Sufu antag
> COC(=O)c1c(NC(=O)c2ccc(C)cc2)csc1C
  A: 20	B: -7	C: 16	D: -8	E: 3	F: -3	G: -6	H: -5

> Cc1ccc(S(=O)(=O)N2CCN(C(=O)N(C)C)CC2)cc1C
  A: 1	B: -5	C: -3	D: 4	E: 15	F: -1	G: -1	H: -1

> CN(C)S(=O)(=O)n1cnc2ccccc21
  A: -3	B: -3	C: -5	D: -1	E: 6	F: -5	G: 1	H: -2

> CCc1cc(=O)oc2cc(C)cc(OCC(=O)NCc3ccncc3)c12
  A: 2	B: -9	C: -11	D: -11	E: 1	F: -4	G: 9	H: -7

> CSc1ccc(CN(C)C(=O)C(c2ccccc2)c2ccccc2)cc1
  A: 24	B: 19	C: 7	D: -3	E: -15	F: -4	G: -5	H: 11

> CN(C)c1cccc(C(=O)OCCCC(=O)c2ccc(F)cc2)c1
  A: -1	B: 2	C: 5	D: 1	E: 7	F: -3	G: 17	H: 13

> O=C(Nc1ccc(C2SCCS2)cc1)c1ccccc1
  A: -1	B: 6	C: 10	D: 4	E: 14	F: 3	G: 2	H: -98

> O=C(COc1ccccc1)N1CCN=C1c1ccccc1
  A: -3	B: -3	C: -8	D: -7	E: -10	F: 10	G: 2	H: 6

> N/C(=N\OC(=O)CCCc1ccccc1)c1ccc(Br)cc1
  A: -6	B: -3	C: -2	D: -3	E: -35	F: 7	G: 2	H: -6

> O=C(COC(=O)c1cccc(Br)c1)NCCNC(=O)COC(=O)c1cccc(Br)c1
  A: -8	B: -18	C: 0	D: -5	E: -7	F: -2	G: -2	H: 6

> O=S(=O)(Nc1cccc(-c2ccc(N3CCOCC3)nn2)c1)c1ccc(Cl)c(Cl)c1
  A: 5	B: 9	C: 5	D: -3	E: 5	F: 7	G: -2	H: -16

> COc1cc2c(cc1NCc1ccccn1)oc1ccccc12
  A: -12	B: -4	C: 7	D: -16	E: -5	F: 4	G: -10	H: -29

> Cc1cc(C)c2c(C)c(C(=O)NCc3ccc(S(N)(=O)=O)cc3)oc2c1
  A: 8	B: -8	C: -7	D: -4	E: 4	F: -1	G: 8	H: 0

> O=C(Nc1ccc(F)cc1F)c1ccc2ncsc2c1
  A: 0	B: 2	C: -3	D: -5	E: 10	F: -2	G: 3	H: -55

> O=C(Cc1ccc(Cl)cc1)NCC(=O)N1CCN(c2ccccc2)CC1
  A: 19	B: 2	C: 6	D: 4	E: 8	F: -1	G: 2	H: -1

> N/C(=N\NC(=O)Nc1ccc(Cl)cc1)c1ccccn1
  A: 10	B: -9	C: 10	D: -9	E: 13	F: 0	G: 4	H: -16

> COc1ccc(NC(=O)CN(C)C(=O)CN2C(=O)c3ccc([N+](=O)[O-])cc3C2=O)cc1
  A: 2	B: -7	C: -8	D: 0	E: -91	F: 9	G: -12	H: -3

> CCOC(=O)c1c(C)oc2ccc(NS(=O)(=O)c3cccs3)cc12
  A: 5	B: 3	C: 18	D: -11	E: 3	F: -3	G: 8	H: -2

> COc1ccc(CCN(C)C(=O)c2cc(S(=O)(=O)NCc3ccccc3)ccc2C)cc1OC
  A: 14	B: -3	C: -10	D: 3	E: 8	F: 0	G: 14	H: 13

> CSc1ccccc1NC(=S)N/N=C/c1cccn1Cc1ccc(F)cc1
  A: 3	B: 6	C: 1	D: 7	E: -1	F: -1	G: -13	H: 2

> Cc1ccc(CN2C(=O)C(C)Oc3ccccc32)cc1 (configuration not stated)
  A: 11	B: -1	C: 1	D: 2	E: 3	F: -4	G: 6	H: 8

> CN(C)c1nc(N)nc(CSc2nnnn2-c2ccccc2)n1
  A: -9	B: 4	C: -12	D: 1	E: 19	F: -4	G: 14	H: -3

> O=C(O)CCC(=O)Nc1cccc(C(=O)Nc2ccc(Br)cc2)c1
  A: 2	B: 2	C: -4	D: -4	E: -21	F: -2	G: -3	H: -22

> O=c1c2ccccc2sc2nc(C3CCCCC3)n(Cc3ccco3)c(=O)c12
  A: 9	B: 3	C: -2	D: 7	E: /	F: /	G: /	H: 6

> Cc1oc2ccc(OCc3ccc(Cl)cc3)cc2c1C(=O)O
  A: -9	B: -4	C: -6	D: 35	E: -18	F: -3	G: 7	H: -11

Entries of single compounds, looked up by structure.
`O=C(COc1ccccc1)N1CCN=C1c1ccccc1` is listed with CCR6 antagonist: -3; CXCR6 inh: -3; EBI2 block: -8; ATG4B inh: -7; APJ antagonist: -10; APJ ag: 10; UBC13 inh: 2; Gli-Sufu antag: 6
`O=C(Nc1ccc(F)cc1F)c1ccc2ncsc2c1` is listed with CCR6 antagonist: 0; CXCR6 inh: 2; EBI2 block: -3; ATG4B inh: -5; APJ antagonist: 10; APJ ag: -2; UBC13 inh: 3; Gli-Sufu antag: -55

Additional compounds
Field names – A = CCR6 antagonist; B = CXCR6 inh; C = EBI2 block; D = ATG4B inh; E = APJ antagonist; F = APJ ag; G = UBC13 inh; H = Gli-Sufu antag
> O=c1c2cc([N+](=O)[O-])ccc2nc2n1CCC2
  A: 5	B: -6	C: -4	D: -6	E: -9	F: -2	G: -2	H: -23

> COc1cccc2c(C)nc(Nc3nc(CSc4nnc(C)s4)cc(=O)[nH]3)nc12
  A: -2	B: -9	C: 0	D: -4	E: 2	F: 1	G: -5	H: 4

> COc1ccc(F)c(CN2CCN(CCc3ccccc3)C(CCO)C2)c1 (configuration not stated)
  A: 17	B: 10	C: -9	D: -3	E: 15	F: -2	G: 2	H: -19

> Cc1ccc(-c2nc3cccnc3o2)cc1NC(=O)COc1ccc(Cl)cc1C
  A: -5	B: 4	C: -28	D: -10	E: 0	F: 0	G: 12	H: 4

> COc1cccc(OCc2cc(C(=O)NC(C)c3cnn(C)c3C)no2)c1 (configuration not stated)
  A: 17	B: -3	C: 3	D: 3	E: 10	F: 0	G: -3	H: 7

> COc1ccc(-c2cc(C(=O)N3CCN(c4ccc(F)cc4)CC3)no2)cc1
  A: -6	B: -4	C: 38	D: -6	E: -4	F: -2	G: 4	H: -12

> CC(=O)c1ccc(-n2nnnc2SCC(=O)N2CCc3ccccc3C2)cc1
  A: 6	B: -7	C: 6	D: -3	E: /	F: /	G: /	H: 1

> Cc1ccccc1-c1nc(CS(=O)CC(=O)NC2CCCC2)c(C)o1 (configuration not stated)
  A: -6	B: 3	C: 3	D: 1	E: 13	F: -2	G: 3	H: -2

> CCCCn1nc2cc(C(=O)N[C@H](C)C3CCCCC3)ccc2c1OCC
  A: 14	B: 0	C: 1	D: -8	E: -9	F: 3	G: 17	H: 21

> COc1cccc(C(=O)Nc2ccc3c(c2)C(=O)c2ccccc2C3=O)c1
  A: 3	B: -7	C: -1	D: 0	E: -24	F: 6	G: -33	H: -47

> O=C(Cc1c(Sc2ccccc2)c2ccccc2n1Cc1ccccc1)NCCO
  A: 12	B: 0	C: 13	D: 8	E: 1	F: -4	G: -3	H: -4

> CC(=O)c1ccc(-c2cccc([C@H]3[C@@H]4C=CC[C@@H](C)[C@@H]4C(=O)N3Cc3ccccc3)c2)cc1
  A: 29	B: 18	C: 30	D: 1	E: /	F: /	G: /	H: -9

> CCOc1ccc(-c2nnc(-c3cccs3)o2)cc1OCC
  A: 5	B: 0	C: -52	D: -14	E: 7	F: 0	G: 1	H: -71

> Cc1ccc(S(=O)(=O)/N=C2\CN(C)C(=O)N2C)cc1
  A: 0	B: 2	C: -10	D: 12	E: -25	F: -2	G: -9	H: /

> CCCn1c(SCC(=O)C(C)(C)C)nc2ccccc21
  A: 7	B: -13	C: -12	D: 4	E: -5	F: -3	G: 2	H: 9

> O=C(/C=C/c1ccc(Cl)cc1)N1CCN(Cc2ccccc2)CC1
  A: -1	B: 0	C: 97*	D: -4	E: -3	F: 0	G: 4	H: /

> CN(CC(=O)OCC(=O)NCc1ccccc1)S(=O)(=O)c1ccc(F)cc1
  A: -6	B: 1	C: -7	D: -38	E: -3	F: -5	G: 7	H: /

> Cc1cc(C)c(NC(=O)c2ccc(CNS(=O)(=O)c3cc(C(F)(F)F)ccc3Cl)cc2)c(C)c1
  A: -18	B: 1	C: 11	D: -7	E: 8	F: -2	G: -1	H: 0

> CCCN(CCC)C(=O)Cn1c(=O)n(CCCCC(=O)NCc2ccco2)c(=O)c2ccccc21
  A: -5	B: -7	C: 1	D: -6	E: 6	F: -4	G: -1	H: 3

> O=c1ccnc(Nc2ccc(Cl)cc2)[nH]1
  A: -1	B: -10	C: -7	D: -6	E: -14	F: -6	G: 2	H: 0

> COc1ccc(OC)c(C2CC(=O)Nc3c2c(=O)[nH]c2ncnn32)c1 (configuration not stated)
  A: 2	B: 4	C: -3	D: 2	E: 12	F: 0	G: 12	H: -6

> N#CC(C#N)=CN=c1ccn(Cc2ccc(Cl)cc2Cl)cc1
  A: 12	B: 0	C: -9	D: -6	E: 14	F: 0	G: -10	H: 57*

> O=S1(=O)CCC(NC(=S)NCCNC(=S)NC2CCS(=O)(=O)C2)C1 (configuration not stated)
  A: -10	B: -14	C: -3	D: -2	E: 7	F: 0	G: 8	H: -3

> CC(=O)c1cccc(N2C(=O)Nc3ccccc3N2O)c1
  A: 6	B: 3	C: -16	D: 8	E: 4	F: -3	G: 5	H: -3

> COc1cc2c(cc1OC)C(c1ccccc1)=NCC2
  A: 6	B: 10	C: -1	D: 4	E: -1	F: -1	G: 0	H: -8

> N#C[C@]1(S(=O)(=O)c2ccccc2)C[C@@H]2ON=C(c3cccc(Br)c3)[C@@H]2C1
  A: 3	B: -6	C: 7	D: 3	E: -3	F: 5	G: -1	H: 36

> CCOC(=O)CNS(=O)(=O)c1cc(-c2nn(C)c(=O)c3ccccc23)ccc1C
  A: 14	B: 10	C: 1	D: -11	E: 0	F: -2	G: -13	H: -25

> CSc1nc(C(=O)N2CCCC(Nc3ccc(C)c(C)c3)C2)cs1 (configuration not stated)
  A: 18	B: 4	C: -4	D: 17	E: -41	F: -1	G: -6	H: 4

> Cc1c(N2C(=O)C(=O)/C(=C(/O)c3ccccc3)C2c2ccc(F)cc2)c(=O)n(-c2ccccc2)n1C (configuration not stated)
  A: -6	B: -5	C: -9	D: -3	E: 8	F: -2	G: -6	H: 1

> O=C(CCCC(=O)N(CC(=O)NC1CCCCC1)Cc1ccco1)Nc1ccccn1
  A: 12	B: -4	C: -1	D: -7	E: -10	F: -4	G: 10	H: 5

> COc1ccc(CN2CCN(C(=O)C3CC(=O)N(C4CCCCCC4)C3)CC2)c(OC)c1OC (configuration not stated)
  A: -2	B: -2	C: -4	D: 4	E: 18	F: -5	G: 7	H: 32

> O=C1[C@H]2[C@@H](c3ccc(F)cc3)N3C(=O)N(c4cccc(Br)c4)C(=O)[C@@]3(Cc3ccc(Cl)cc3)[C@H]2C(=O)N1C1CCCCC1
  A: 5	B: 4	C: 3	D: -3	E: -5	F: -1	G: -27	H: 29

> O=C(Nc1ccc(S(=O)(=O)N2CCCC2)cc1)N1c2ccccc2Sc2ccccc21
  A: -10	B: -4	C: 4	D: -8	E: -30	F: 6	G: -15	H: -15

> Cc1ccc(C(=O)Nc2nnc(S(=O)(=O)Nc3ccccc3C)s2)cc1C
  A: 7	B: 5	C: 4	D: -5	E: -5	F: -2	G: -18	H: -31

> CCN(CC)S(=O)(=O)c1cc(NC(=S)NC(=O)C2CCCC2)ccc1C
  A: 22	B: -10	C: 7	D: 7	E: -4	F: -4	G: 16	H: 4

> CC1CC(C)CN(CCC(=O)Nc2ccc3c(c2)CCC3)C1 (configuration not stated)
  A: 7	B: -7	C: -3	D: -1	E: 13	F: -2	G: 8	H: 10

> CCn1c(SCc2nc3scc(-c4ccccc4)c3c(=O)[nH]2)nnc1-c1ccc(Cl)cc1
  A: 10	B: 7	C: 5	D: 2	E: -5	F: 0	G: -8	H: 11

> CCn1nnnc1SCC(=O)Nc1cccc(NC(C)=O)c1
  A: 1	B: -5	C: -13	D: -1	E: -6	F: 0	G: -7	H: 8

> CC(=O)OC1(C(C)=O)CCC2C3CC4OC45CC(O)CCC5(C)C3CCC21C (configuration not stated)
  A: 4	B: 3	C: 1	D: -4	E: /	F: /	G: /	H: 15
